P. falciparum M1AAP – P. falciparum M1AAP inhibitors, biochemical, fluorogenic H-Leu-NHMec substrate, 1536-well (AID 1445). recombinant M1AAP, H-Leu-NHMec fluorogenic kinetic assay; higher % means a stronger effect. 220,000 tested, 0.42% active. one-dose inhibition, % at 30 µM; IC50 in µM for titrated hits;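 active = primary inhibition above the hit cutoff, then over 50% inhibition at one or more dose response concentrations, cut at about 23% in these data, passing the limit was not always enough; inconclusive = conflicting primary data, or primary hits not chosen for dose response; inactive = low primary inhibition, or under 50% at every dose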;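 note: plate controls were DMSO full reaction for no effect and no enzyme background for full effect; strong numbers were not always called active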
MT stabilizer – stabilizes microtubules in HeLa cells; HeLa tubulin immunostaining HCS, 24 h; share of cells brighter than vehicle mean+2SD; % tubulin-high responders, % at 10 µM; 200,000 tested, 0.83% active; AID 2205;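 active = plate Z-score above 3 for both tubulin-high and condensed-nucleus cell shares, with cell loss under 80%, at 10 µM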;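 note: anti alpha tubulin signal scored within the nucleus-defined area of each cell; some results filed as inactive read as strong as hits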
WT yeast gro inh – growth inhibition of WT yeast, mitochondrial fusion screen; mitochondrial fusion phenotypic screen, WT strain; inhibition, % at 10 µM; 190,000 tested, 2.1% active; AID 1362; in the data active = inhibition above about 58%; tested in S. cerevisiae
P. falciparum M17LAP – P. falciparum M17LAP inhibitors, primary screen, biochemical, fluorogenic H-Leu-NHMec substrate, 1536-well (AID 1619); recombinant M17LAP, H-Leu-NHMec fluorogenic kinetic assay; higher % means a stronger effect; inhibition, % at 30 µM; hits with a dose series show IC50 in µM; 220,000 tested, 0.38% active;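 active = compound inhibiting the enzyme by more than half at any dose during confirmatory dose-response retesting; inconclusive = strong single-dose inhibitors picked by rank but not retested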;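 note: plate controls were full reaction with DMSO carrier for no effect and no enzyme background for full effect; strong numbers were not always called active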
T cell HTS – T cell immune modulation candidate; 2C CD8+ T cell-vesicle binding, flow cytometry; stronger effect = lower value; calls only at 7 µM; 330,000 tested, 0.068% active;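 active = response, share of CD8 T cells binding vesicles, and their 90th percentile fluorescence all below set limits, cut at about 80% in these data, passing the limit was not always enough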
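Read-out – percent CD8+ FL2 mean versus row control · System – murine 2C transgenic CD8+ T lymphocytes · Times – 1.5 h cell–vesicle binding at 37 °C, then 20 min icy labelling · Control set – naked vesicles low, QL9 vesicles with vehicle high · Detection – cytometric PE anti-B7-1 and Alexa647 anti-CD8 signals after 1% paraformaldehyde fixation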
Dynein cargo inh – blocks dynein driven cargo transport along microtubules. 3617.4 mouse cells, GR-EGFP nuclear translocation imaging; test concentration mostly 20 µM; stimulated with dexamethasone, 1 µM; stronger effect = lower value. z-score, hits read low. 220,000 tested, 0.47% active. AID 1381;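 active = plate z-score of nuclear minus cytoplasmic receptor signal below a set negative limit, without overly bright fluorescence or cell loss, cut at about -3.5 in these data, passing the limit was not always enough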;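 note: z-score of nuclear minus cytoplasmic ring GR-EGFP intensity difference per well; some compounds called inactive have numbers as strong as hits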
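medium = tetracycline-free induction medium containing charcoal-stripped FBS | probe or stimulus = dexamethasone, 1.0 µM final | timing = 48 h induction, then 1 h compound, then 30 min agonist, 37 °C | detection = automated 10x imaging of fixed Hoechst-stained cells | read-out basis = nuclear versus cytoplasmic GR-EGFP signal, averaged per well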
bCat nuc transl – alters nuclear translocation of beta-catenin in HeLa cells; immunofluorescence imaging; nuclear translocation activity, % at 5 µM; 190,000 tested, 0.3% active;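 active = nuclear translocation activity above 50% at 5 µM, with a well cell count of 50 or more; inconclusive = wells under 50 cells across six images, flagged as toxic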;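 note: per-cell ratio of nuclear to cytoplasmic median beta-catenin stain intensity; plate controls were DMSO negative control for no effect and GSK-3 inhibitor IX positive control for full effect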
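Test system: human HeLa cell line; Doses: 5 µM primary, 0.02–20 µM confirmation; Incubation: 24 h compound exposure, 37°C; Detection: beta-catenin immunofluorescence imaging with DAPI; Read-out: beta-catenin nuclear/cytoplasmic ratio, % activation.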
Autophagy HCS – alters autophagy in cells; MEF GFP-LC3 puncta imaging; test concentration mostly 10 µM; calls only at 10 µM (by protocol); 190,000 tested, 0.98% active; AID 463193;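 active = percentage of spot-positive cells more than 3 SD above its plate mean, without a fluorescence outlier flag or 80% toxicity; inconclusive = no clear call, values can overlap the other calls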;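 note: spot-positive cell cutoff set from DMSO-treated cells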
Yfh1-depleted yeast – enhancers of respiration in Yfh1-depleted yeast, dose response, Friedreich's ataxia, plus single-dose screen (AID 1465); S. cerevisiae Yfh1-off respiration, WST-1 reduction, 72 h; higher fold induction means a stronger effect; one-dose fold induction at 50 µM; EC50 in µM for titrated hits; 220,000 tested, 0.074% active;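 active = fold induction of absorbance versus untreated yeast above a set limit, then at least 30% activation at any dose in follow-up; inconclusive = repeats straddling the limit, or above it without dose testing; inactive = fold induction below the set limit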;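 note: activators that raise dye reduction in frataxin-depleted yeast; strong numbers were not always called active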
WT yeast gro inh mutant strain – recorded beside WT yeast gro inh, whose call it bears; inhibition, %; mitochondrial fusion phenotypic screen, mutant strain inhibition
Dynein cargo inh cytoplasmic EGFP – second read-out of Dynein cargo inh, no call of its own (marks repeat the call); z-score; measured here: cytoplasmic GR-EGFP intensity; stronger effect = higher value
Dynein cargo inh nuclear GR-EGFP – also measured in Dynein cargo inh; calls as there; z-score; measured here: nuclear GR-EGFP intensity;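 lower value marks the stronger effect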
Dynein cargo inh cell count – further read-out of Dynein cargo inh, marked with its call; z-score; measured here: cell count per field
bCat nuc transl cell count 5 µM – also measured in bCat nuc transl; calls as there; cell count; measured here: cell count, cytotoxicity flag
T cell HTS vesicle-bound % – also measured in T cell HTS; calls as there; double positive events, %; measured here: CD8+ vesicle-bound cell fraction;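 binding gate set so that unloaded-vesicle control wells show 10% double positive cells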
MT stabilizer Hoechst-high % – further read-out of MT stabilizer, marked with its call; % Hoechst-high responders; measured here: nuclear condensation Hoechst responders;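 share of cells brighter than vehicle mean plus two SD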
MT stabilizer cytotoxicity % – further read-out of MT stabilizer, marked with its call; toxicity, %; measured here: cytotoxicity by cell density;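 0% = mean cell density of plate MIN control wells and 100% = no cells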
Autophagy HCS cell loss 18 h – recorded beside Autophagy HCS, whose call it bears; toxicity, %; measured here: cell loss, nuclei count;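 cell loss after 18 h compound exposure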
Starred values were filed as active, the others as inactive; i = inactive; ? = inconclusive; . = no result given; & = joins results of further samples. This is a subset (hit frequency here may not be typical).

SMILES | P. falciparum M1AAP | MT stabilizer | MT stabilizer Hoechst-high % | MT stabilizer cytotoxicity % | WT yeast gro inh | WT yeast gro inh mutant strain | P. falciparum M17LAP | T cell HTS | T cell HTS vesicle-bound % | Dynein cargo inh | Dynein cargo inh cytoplasmic EGFP | Dynein cargo inh nuclear GR-EGFP | Dynein cargo inh cell count | bCat nuc transl | bCat nuc transl cell count 5 µM | Autophagy HCS | Autophagy HCS cell loss 18 h | Yfh1-depleted yeast
CNC(=S)N(C)CCc1cc2c(c(OC)c1C=C1C(=O)NC(=O)NC1=O)OCO2 | 3% | . | . | . | . | . | 0% | i | 52 | -1.4 | -0.22 | -0.66 | 0.2 | -5.3 | 1156 | . | . | i
Cn1nc(-c2ccc(OCC(=O)N3CCN(Cc4ccccc4)CC3)cc2)c2ccccc2c1=O | 1%&-1% | 2.0&3.8 | 1.5&2.7 | 7.6&4.7 | 15&9 | 16&10 | 9%&6% | i | 16&32 | 0.032&0.23 | 0.12&-0.47 | 0.26&0.029 | -0.29&0.02 | 1.1 | 1105 | i | 12&8 | i
CCN(CC)c1ccc(/C=C2/C(=O)NC(=O)N(Cc3ccco3)C2=O)cc1 | 15% | 6.1 | 1.6 | 3.4 | 13 | 5 | 33% | i | 53 | 2.5 | -0.15 | 1.6 | 0.34 | -1.0 | 1076 | i | 3 | i
c1ccc(CNc2c3c(nc4ccccc24)CCC3)cc1 | 0% | . | . | . | . | . | 8% | i | 48 | 0.29 | -0.098 | 0.18 | -0.15 | -0.1 | 1403 | . | . | i
c1ccc2c(c1)CSc1ccccc1C2C1=NCCN1 (stereo not given) | 6% | 4.7 | 1.8 | 5.9 | 2 | 1 | 4% | i | 54 | 0.69 | -0.091 | 0.17 | -0.7 | . | . | i | 18 | .
CCN(c1ccc(C(O)(C(=O)OC)C(F)(F)F)cc1)S(=O)(=O)c1ccc(C)cc1 (stereo not given) | 6% | 1.7 | 1.7 | 7.3 | 2 | -12 | 0% | i | 16 | -0.48 | -0.34 | 0.013 | 0.33 | 1.4 | 1122 | i | -10 | i
Cc1nc2ccccc2c(=O)n1-n1cnnc1 | -3% | 6.2 | 2.6 | 6.1 | 4 | 12 | -4% | i | 7 | -0.29 | -0.19 | 0.25 | -0.44 | -2.0 | 1400 | i | 31 | i
C=CCn1c(O)c(C(CC)=NCc2ccco2)c(=O)[nH]c1=O | -5% | . | . | . | . | . | -3% | i | 32 | -0.31 | -0.24 | 0.49 | -0.25 | 0.1 | 1241 | . | . | i
Cc1ccc2c(c1)C1CN(C)CCC1N2C(=O)c1ccco1 (stereo not given) | -4% | 2.3 | 3.1 | 8.5 | -4 | 5 | 4% | i | 39 | -1.3 | -0.089 | -0.25 | 0.94 | -3.5 | 804 | i | 5 | i
Nc1cc(N2CCNCC2)c([N+](=O)[O-])cc1Cl | -1% | 5.4 | 1.6 | 5.6 | 2 | -5 | 10% | i | 38 | -0.65 | -0.25 | -0.15 | 1.3 | -3.2 | 551 | i | -7 | i
O=C1NC(=O)N(c2ccccc2)C(=O)/C1=C\c1ccc2c3c(cccc13)CC2 | 13% | 4.4 | 3.3 | 6.9 | -13 | -2 | -3% | i | 45 | -3.3 | 0.46 | -1.9 | -0.25 | 1.4 | 973 | i | 0 | i
NNCc1cccc(O)c1 | -4% | . | . | . | . | . | 1% | i | 24 | -0.76 | -0.19 | -0.052 | 0.16 | -1.4 | 1225 | . | . | i
C=CCn1c(O)c(C(C)=Nc2cc(OC)ccc2OC)c(=O)[nH]c1=O | 9% | 3.0 | 3.2 | 7.4 | 20 | 17 | -8% | i | 36 | -0.74 | -0.19 | -0.033 | 0.74 | -2.9 | 1070 | i | 7 | i
CCCCn1c(=O)c(C(=O)Nc2cnccn2)c(O)c2ccccc21 | 5% | 7.5 | 2.7 | 5.0 | 9 | 5 | -3% | i | 20 | 2.5 | -0.33 | 0.83 | -0.3 | 0.8 | 883 | i | 11 | i
CCOC(=O)C(O)(c1ccc(NC(=S)NC(=O)c2ccc(Cl)cc2Cl)cc1)C(F)(F)F (stereo not given) | 4% | 4.6 | 4.1 | 5.0 | 33 | 7 | -6% | i | 8 | -0.95 | -0.15 | -0.76 | 2.1 | -1.4 | 547 | i | 2 | i
CCCC(C)C1(CC)C(=O)NC(=Nc2ccc(OC)cc2)NC1=O (stereo not given) | 22% | 1.4 | 3.3 | 1.9 | -4 | 9 | 29% | i | 31 | -0.56 | -0.18 | -0.39 | 0.51 | -2.5 | 568 | i | -3 | i
Nc1ccc(C2(c3ccc(N)cc3)CCCCC2)cc1 | 1% | 3.2 | 1.4 | 1.3 | 26 | 3 | 13% | i | 47 | 2.1 | -0.011 | 1.8 | -2.6 | -2.2 | 1050 | i | 27 | i
CC(C)N(CC(O)c1cccc([N+](=O)[O-])c1)C(C)C (stereo not given) | 14% | 3.0 | 2.8 | 6.7 | -7 | -8 | 14% | i | 19 | -0.091 | 0.22 | -0.24 | 0.71 | -2.2 | 1339 | i | 14 | i
N/C(=N\N=C\c1ccc(O)cc1O)N[N+](=O)[O-] | 7% | 1.7 | 1.2 | 11 | 14 | 18 | 23% | i | 67 | -0.53 | -0.034 | -0.32 | 0.82 | -14 | 1234 | i | 0 | i
COC(=O)C[C@]1(C(=O)OC)CN(C#N)N(c2ccc(Cl)cc2)C12c1ccccc1-c1ccccc12 | -3% | 44 | 29 | 99 | 22 | -11 | -9% | i | 63 | -4.4* | 0.19* | -2.1* | 0.53* | -0.2 | 1118 | i | 85 | i
Cc1ccc(CN2CCCC(C(=O)c3sccc3C)C2)o1 (stereo not given) | 1% | 2.0 | 0.9 | 0.6 | 12 | 16 | -3% | i | 51 | 0.67 | -0.22 | 0.53 | -1.1 | 1.5 | 1005 | i | 16 | i
CCCCCCn1c(O)c(C=NCCN2CCCCC2)c(=O)[nH]c1=O | 16% | 3.5 | 3.2 | 7.6 | -12 | -2 | 11% | i | 34 | 0.52 | -0.074 | 0.23 | -0.93 | -0.4 | 1052 | i | 5 | i
CN(C)c1nc(-c2ccccc2)[n+](C)s1 | 4% | 4.5 | 3.9 | 10 | -17 | 14 | -5% | i | 13 | -0.48 | -0.23 | -0.038 | 0.46 | 0.8 | 1369 | i | 7 | i
Cc1ccnc(-n2c(-c3ccco3)nc3ccccc3c2=O)c1 | 4% | 4.1 | 0.9 | 4.6 | -8 | 13 | 14% | i | 38 | -0.69 | 0.21 | -0.032 | -0.13 | -1.2 | 1016 | i | -1 | i
O=C(CSC1c2ccccc2-c2ccccc21)N/N=C/c1ccccc1 | 6% | 1.6 | 4.5 | 12 | 15 | 10 | 1% | i | 40 | 2 | -0.33 | 0.89 | 0.47 | . | . | i | 5 | i
CCOC(=O)c1c(C)n(CCN2CCN(C)CC2)c2ccc(OC)cc12 | -10% | 4.4 | 2.6 | 1.4 | 26 | -31 | 1% | i | 31 | 0.25 | -0.21 | 0.19 | 0.73 | 3.3 | 1353 | i | -1 | i
CCN1CCN(c2ccc([N+](=O)[O-])cc2C(=O)OC)CC1 | 5% | 2.3 | 3.4 | 6.5 | -4 | -3 | 20% | i | 43 | -0.031 | -0.22 | 0.014 | -0.63 | -0.6 | 979 | i | -5 | i
CN1[C@@H]2CC[C@H]1CC(OC(=O)C1C=Nc3ccccc31)C2 (stereo not given in full) | 18% | 4.8 | 3.6 | 7.4 | 3 | -1 | 2% | i | 27 | -1 | -0.22 | 0.046 | 0.12 | . | . | i | 18 | i
CCCCn1c(O)c(C(CC)=Nc2ccc(OC)cc2OC)c(=O)[nH]c1=O | 11% | 29* | 17* | 23* | -7 | -11 | -5% | i | 40 | 0.68 | -0.21 | -0.22 | -0.41 | 1.4 | 1325 | i | -2 | i
CN1CCN(c2ccc(S(C)(=O)=O)cc2[N+](=O)[O-])CC1 | 5% | 1.1 | 1.7 | 9.4 | -20 | 3 | 2% | i | 48 | 0.27 | -0.11 | 0.46 | -0.5 | 0.2 | 873 | i | -1 | i
COc1ccc(OC)c(N2C(=O)NC(=O)/C(=C\c3ccc([N+](=O)[O-])s3)C2=O)c1 | 8% | 5.3 | 2.4 | 13 | 9 | 2 | ? | i | 23 | -5.6* | 2.4* | -2.3* | -0.91* | 0.5 | 1113 | i | 9 | i
N#Cc1ccccc1Cn1cc(C(=O)c2cccs2)c2ccccc21 | 6% | 3.3 | 1.8 | 3.2 | 0 | -6 | -15% | i | 55 | -0.92 | -0.25 | -0.61 | 0.81 | -1.1 | 1084 | i | -3 | i
CCC(=NCCC(c1ccccc1)c1ccccc1)c1c(O)n(C)c(=O)n(C)c1=O | -2% | 1.5 | 2.8 | 8.4 | 28 | 9 | 4% | i | 45 | 0.96 | -0.24 | 0.66 | -0.81 | -2.6 | 1041 | i | 14 | i
